Assay outcomes as filed in PubChem BioAssay.
12-LOX inh – inhibitors of human 12S-lipoxygenase ALOX12; purified 12hLO, xylenol orange hydroperoxide absorbance; P18054; actives 1.1% (n = 580,000); Potency, µM (doses to about 108 µM), inactives show top-dose activity change, negative = inhibition, most hits filed as inhibitors; active = well fitted inhibition curve with a large enough effect; inconclusive = small, poorly fitted or top-dose-only effect, or another doubt; inactive = no such curve, though single readings can be large or run the other way
Target sequence (P18054 whole entry, looked up): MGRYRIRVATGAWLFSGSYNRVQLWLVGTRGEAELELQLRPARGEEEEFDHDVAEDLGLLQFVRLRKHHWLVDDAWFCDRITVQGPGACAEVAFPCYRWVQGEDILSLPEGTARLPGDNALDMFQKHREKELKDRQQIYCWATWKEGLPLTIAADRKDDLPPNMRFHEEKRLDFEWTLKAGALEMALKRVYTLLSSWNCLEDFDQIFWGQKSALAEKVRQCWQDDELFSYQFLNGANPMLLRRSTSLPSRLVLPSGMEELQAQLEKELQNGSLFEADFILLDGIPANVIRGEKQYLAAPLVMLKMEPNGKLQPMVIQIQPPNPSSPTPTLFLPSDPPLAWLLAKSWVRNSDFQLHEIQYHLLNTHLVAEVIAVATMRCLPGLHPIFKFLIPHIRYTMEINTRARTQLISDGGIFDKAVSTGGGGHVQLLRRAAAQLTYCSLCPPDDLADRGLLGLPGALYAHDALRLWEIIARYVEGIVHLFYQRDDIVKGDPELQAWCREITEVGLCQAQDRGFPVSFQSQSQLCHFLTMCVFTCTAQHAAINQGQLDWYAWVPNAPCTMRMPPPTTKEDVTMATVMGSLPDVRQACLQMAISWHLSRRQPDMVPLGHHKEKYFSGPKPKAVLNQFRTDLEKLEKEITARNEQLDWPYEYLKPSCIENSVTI
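Purified human 12hLO (150 nM final) in 25 mM Hepes, 0.01% Triton X-100, pH 7.0 was preincubated 15 min at room temperature with compound. Then 40 uM arachidonic acid was added, 30 min. Hydroperoxide was read by Fe-XO absorbance ratio 573/405 nm.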
An asterisk follows results filed as active; [ ] = dose if it differs, or a comment. % is scaled to controls: 0 for no effect and ±100 for the full control effect; potency is read from the fitted curve at half-maximal effect. This is a subset (hit frequency here may not be typical).

COC(=O)[C@H](Cc1ccc(OC)cc1)NC(=O)[C@H]1CN(S(=O)(=O)c2ccccc2)CCN1C(C)=O was read as 12-LOX inh -4.9%.
Screening Fc1ccc(CNC[C@H]2Cn3cc(-c4ccccc4)nc3CO2)cc1 returned 12-LOX inh inconclusive.
COCCC1(NS(C)(=O)=O)CCN(C(=O)Nc2ccc3c(c2)OCCO3)CC1 was read as 12-LOX inh 13.7%.
For COc1ccc(C(=O)N2CCCOCCNC(=O)CC2)cc1F the results were 12-LOX inh 12.5%.
Screening CN1CCN(C(=O)[C@@H]2CCC[C@@H](NC(=O)NC3CCCC3)CN(C)C(=O)C2)CC1 returned 12-LOX inh 26.0%[176 µM].
Screening COCCN1C(=O)c2ccccc2C(C(=O)Nc2ccccc2C)C12CCCCC2 (stereo unspecified) returned 12-LOX inh 11.0%.
COc1ccc(-c2ccc3nc(-c4ccccc4)oc3c2)c(OC)c1OC was read as 12-LOX inh 7.4%.
C[C@@H](CN1C2=NC[C@@H](Cc3ccccc3)N2C[C@H]1Cc1ccc(O)cc1)NC(=O)CCC1CCCCC1 was read as 12-LOX inh inconclusive.
O=c1[nH]c(N2CCOCC2)nc2c1CCN(Cc1ccccc1Br)CC2 was read as 12-LOX inh 14.0%.
Screening CC(C)c1nn(C)c2c1C(c1cccc3c1OC(C)(C)C3)CC(=O)N2 (stereo unspecified) returned 12-LOX inh 18.6%.
For COc1ccc(C(=O)N[C@@H]2CCC[C@@H]2C(=O)NCCc2ccccc2)cn1 the results were 12-LOX inh 19.5%.
Screening CN1CCCC1c1nc(C2CN(S(=O)(=O)c3ccc4c(c3)CCC4)C2)no1 (stereo unspecified) returned 12-LOX inh 3.0%.
Screening CCOc1ccc(C(=O)N2CCC[C@H]2c2nc(-c3ccccc3Cl)no2)cc1 returned 12-LOX inh 49.9%[activator].
For CC(C)C[C@@H]1N[C@H](C(=O)N2CCN(C)CC2)Cc2cn(Cc3ccccn3)c3cccc1c23 the results were 12-LOX inh 28.7%.
CCN1CCCCC12Cc1ccccc1CN(C(=O)c1c(C)noc1C)C2 (stereo unspecified) was read as 12-LOX inh -1.3%[6.33 µM].
Screening CC(C)NC(=O)NCc1nnc2n1C(C(=O)NCc1ccc(F)cc1)CC2 (stereo unspecified) returned 12-LOX inh -11.2%[6.33 µM].
Screening Cc1cccc(NC(=O)Cn2cccc2-c2nc(-c3ccc4c(c3)OCO4)no2)c1 returned 12-LOX inh inconclusive.
Cc1cnc(C(=O)N2CCC(c3nnc(CN4CCCC4)n3C3CC3)CC2)cn1 was read as 12-LOX inh inconclusive.
`COc1ccccc1-c1cc(NCc2cnccn2)c2onc(C)c2n1` gave 12-LOX inh -4.4%[176 µM].
CCc1ccc(NC(=O)Cn2c(=O)c(-c3noc(CC)n3)c3n(c2=O)CCCCC3)cc1 was read as 12-LOX inh 35.8%[activator].
For Cc1ccc(CNC(=O)CCCCCNc2nc(=S)[nH]c3ccccc23)cc1 the results were 12-LOX inh 9.1%.
Screening Cc1cc2nc3n(c(=O)c2n1CC(=O)Nc1cccc(C#N)c1)CCCC3 returned 12-LOX inh 11.5%.
CCc1noc(-c2cn(C3CCN(C(=O)C(C)Oc4ccccc4)C3)nn2)n1 (stereo unspecified) was read as 12-LOX inh 35.5%[activator].
Screening Cc1cccc(CC(=O)N2CC(C(=O)NCCc3ccncc3)C3(CCOCC3)C2)c1 (stereo unspecified) returned 12-LOX inh 28.5%.
`COc1ccc(N2CCC(NC(=O)c3cccc(N(C)C)c3)C2=O)cc1` (stereo unspecified) gave 12-LOX inh 32.6%[activator].
For CCOC(=O)C1(Cc2ccc(OC)cc2)CCN(C(=O)C(C)Oc2ccccc2)CC1 (stereo unspecified) the results were 12-LOX inh 1.9%.
`CC(C)Oc1ccc(CNC(=O)c2cc3n(n2)CC(c2ccc(Cl)cc2)OC3)cc1` (stereo unspecified) gave 12-LOX inh -0.2%.
For Cc1noc(C)c1C(=O)NCC1Cn2cccc2CN1C (stereo unspecified) the results were 12-LOX inh 53.3%[activator].
For COc1ccc2c3c(n(C)c2c1)[C@H](CO)N(C(=O)c1ccccn1)CC31CCN(C(=O)Cc2ccccc2)CC1 the results were 12-LOX inh inconclusive.
Screening COc1cccc(C(=O)N2CCC[C@H]2c2nc(-c3ccccc3)no2)c1 returned 12-LOX inh 10.3%.
`Cc1cc(C)n(CC(=O)N2CC(F)(F)C[C@H]2c2nc(C)no2)n1` gave 12-LOX inh 58.2%[activator].
For COc1ccc(CN2CC[C@H]3COC(=O)N3c3cc(F)ccc3C2)cc1 the results were 12-LOX inh 0.5%[176 µM].
Screening CN1C(=O)C2(CCN([S+](=O)([O-])c3cccc(C(F)(F)F)c3)C2)c2ccccc21 (stereo unspecified) returned 12-LOX inh 20.5%.
COc1ccc(CN2CCCC(c3nn(-c4ccc(OC)cc4)c(=O)[nH]3)C2)cc1 (stereo unspecified) was read as 12-LOX inh -1.4%.
Screening Cc1cc(CNC(=O)c2cc(-c3ccc(N4CCOCC4)cc3)cc3c2OCCN3C)no1 returned 12-LOX inh 14.3%.
`COc1ccc(OC)c([S+](=O)([O-])c2nnn3c2nc(N2CCCCC2)c2ccccc23)c1` gave 12-LOX inh inconclusive.
`COCC(=O)NCC1CCN(C(=O)C(=O)c2cccs2)CC1` gave 12-LOX inh -14.0%.
For C/C=C/CN1C[C@@H](NC(=O)c2cccc(N(C)C)c2)C[C@H]1C(=O)NCC the results were 12-LOX inh 6.7%.
O=C(C1CC1)N1CCC(Oc2cnc3c(ccn3-c3cncnc3)c2)CC1 was read as 12-LOX inh 7.6%[176 µM].
For Cn1ncc(N2CCCC(CC(=O)NC3CCCCC3)C2)cc1=O (stereo unspecified) the results were 12-LOX inh 23.5%.
`CC(c1ccc(-c2cc(N)ncn2)cc1)N1CCCCC1` (stereo unspecified) gave 12-LOX inh 0.0%.
CCCCN(CCC(=O)NCc1ccco1)C(=O)c1cc(C)oc1C was read as 12-LOX inh 40.7%.
For O=C1COc2ccc(-c3ccccc3F)nc2CN1Cc1ccccc1 the results were 12-LOX inh 7.8%[176 µM].
For O=C(Cc1cccc(Cl)c1)N1CCCC(c2nn(-c3ccccc3)c(=O)[nH]2)C1 (stereo unspecified) the results were 12-LOX inh inconclusive.
For COCCOc1ccc2c(n1)CCN(C(=O)C1CCCC1)C2 the results were 12-LOX inh 35.1%[activator].
Screening Cc1ccc(OCc2nc(C3CCN(C(=O)c4ccco4)CC3)no2)cc1 returned 12-LOX inh 24.7%.
CCc1nc2nccc(-c3ccc4c(c3)OCCCO4)n2n1 was read as 12-LOX inh 1.7%.
For O=C1NCCCCCCN(C(=O)NCc2ccccc2)[C@H]2CCC[C@@H]12 the results were 12-LOX inh 22.8%.
For Cc1ccc(-c2cc(C3CCN(C(=O)c4ccncc4)CC3)[nH]n2)cc1 the results were 12-LOX inh 28.5%.
S=C1NC2(CCCCCC2)NN1c1ccccc1 was read as 12-LOX inh 1.41µM*.
Screening CC(=O)N1CCN(c2nc3c(s2)CC(C(=O)NCc2ccccc2C)CC3)CC1 (stereo unspecified) returned 12-LOX inh -3.3%.
`O=C1CCC(C(=O)N2CCc3c(n(CCOc4ccccc4)n(-c4ccccc4)c3=O)C2)N1` (stereo unspecified) gave 12-LOX inh 3.0%.
`CCCOc1ccccc1CCCNC(=O)[C@H]1CCC[C@@H](O)C1` gave 12-LOX inh 27.3%.
O=C(Nc1ccc(F)cc1)N[C@H]1[C@H](O)[C@@H](N2CCC(Cc3ccccc3)CC2)[C@@H]2OC[C@H]1O2 was read as 12-LOX inh -16.9%.
For COC(=O)CNC(=O)NCCc1ncc(C)n1Cc1ccccc1 the results were 12-LOX inh 95.0%[activator].
Screening COc1ccc(-c2ccc3c(c2)C(=O)N2CCN(C(=O)COCC(=O)O)C[C@@H]2C(=O)N3)c(OC)c1 returned 12-LOX inh -1.6%.
For O=C(Nc1ccccc1)N1CCCC(CN2CCOCC2)CC1 (stereo unspecified) the results were 12-LOX inh 20.2%.
Screening CC(=O)N1CC2(CCCN2CC2CC2)Cc2ccccc21 (stereo unspecified) returned 12-LOX inh 0.2%[12.5 µM].
CCOc1ccccc1CN1CCC(Cc2ccc(C(=O)N3CCOCC3)cc2)CC1 was read as 12-LOX inh 4.8%.
O=C(N1CC(Oc2cccc(-c3nc(-c4ccccc4)no3)c2)C1)C1(c2ccccc2)CC1 was read as 12-LOX inh 16.4%.
`COCCn1nc2n(c1=O)CCN(C(=O)Cc1c[nH]c3ccccc13)CC2` gave 12-LOX inh 34.3%[activator].
For CC1(O)/C=C\C=C(\CO)C2CC(C)(C)C2(O)CC1 (stereo unspecified) the results were 12-LOX inh -26.3%.
For CN(C)C[C@H]1C[C@@H](CO)CN(C(=O)c2cc(-c3ccccc3F)n[nH]2)C1 the results were 12-LOX inh -1.7%.
`Cc1cc(C)cc(NC(=O)CC(=O)N2CCN(C)C3(CCN(C)CC3)C2)c1` gave 12-LOX inh -9.5%.
`CC(C)[C@]1(O)CN(C(=O)Cn2[nH]c3ccccc3c2=O)C[C@H]1C` gave 12-LOX inh -1.0%.
O=C1N(C2CCCCC2)C[C@H]2CN(Cc3cccc(Cl)c3)CCN12 was read as 12-LOX inh 1.5%[176 µM].
`CCn1ncc(N2CCC(NC(=O)CCC3CCCC3)CC2)cc1=O` gave 12-LOX inh 0.6%.
Screening COCCN1Cc2ccc(NCc3ccccc3)nc2C(C)(C(=O)Nc2ccccc2)C1 (stereo unspecified) returned 12-LOX inh 16.9%[176 µM].
`Cn1nc(C(=O)N2CCCC(CNC(=O)c3ccc(-c4ccccc4)cc3)C2)ccc1=O` (stereo unspecified) gave 12-LOX inh 13.7%.
N#CCCN1CCN(C(=O)c2cn3ccnc(-c4ccccc4)c3n2)CC1 was read as 12-LOX inh 4.5%.

Among those listed so far, 2 contain a cyano group.
Screening Cc1cc2nc3n(c(=O)c2n1CC(=O)Nc1cccc(C#N)c1)CCCC3 returned 12-LOX inh 11.5%.
N#CCCN1CCN(C(=O)c2cn3ccnc(-c4ccccc4)c3n2)CC1 was read as 12-LOX inh 4.5%.

(more compounds)
Screening C[C@H](O)[C@@H]1C(=O)N2CCc3c([nH]c4c(-c5ccccc5)cccc34)[C@@H]2C[C@@H]1N(C)C(=S)NCCc1ccccc1 returned 12-LOX inh 9.2%.
For COc1ccccc1N1CCN(C(=O)c2nnn3cc(-c4ccc(F)cc4)[nH]c(=O)c23)CC1 the results were 12-LOX inh -22.5%.
Screening Cc1nc(CCNC(=O)CC2COc3ccc(C(=O)N(C)C)cc3N2C)no1 (stereo unspecified) returned 12-LOX inh 58.5%[activator].
`C[C@@H](NS(C)(=O)=O)c1onc(-c2ccc(F)cc2)c1C(=O)O` gave 12-LOX inh 1.5%[176 µM].
O=C(NC[C@H]1O[C@@H](CO)[C@@H](O)[C@H]1N1CCCC1)c1ccc(F)c(Cl)c1 was read as 12-LOX inh 29.6%[176 µM].
`O=C(Nc1ccc(F)cc1)N1CCC(O)(c2csc(CN3CC[C@@H](O)C3)n2)CC1` gave 12-LOX inh 64.1%[activator][176 µM].
`COc1ccccc1C(=O)NCC1Cn2cccc2C(=O)N1CC(C)C` (stereo unspecified) gave 12-LOX inh -0.3%.
For O=C(NC1CCCN(CCc2ccccc2)C1)c1ccccc1-c1ncn[nH]1 (stereo unspecified) the results were 12-LOX inh 108.9%[activator].
For Cc1noc(C)c1C(=O)N[C@@H]1CN(S(C)(=O)=O)C[C@H]1CN(C)C the results were 12-LOX inh 30.6%[activator].
CN1CCCCCCN(S(=O)(=O)c2ccc3c(c2)CCC3)[C@H]2CCC[C@H]2C1=O was read as 12-LOX inh 16.7%.
`Cc1cc(S(=O)(=O)Nc2ccc(C(=O)NCC3CCCO3)cc2)ccc1F` (stereo unspecified) gave 12-LOX inh -10.1%.
`COCCc1noc([C@@H]2CC(F)(F)CN2C(=O)c2ccccc2F)n1` gave 12-LOX inh 39.9%[activator].
For CCNC(=O)N1CCc2cc(OC)c(OC)cc2C1CNC(=O)c1ccc(C)cc1 (stereo unspecified) the results were 12-LOX inh -5.8%.
CN(CC(=O)N1CCN(CCO)CC(O)C1)Cc1ccccc1F (stereo unspecified) was read as 12-LOX inh 64.7%[activator].
CC(C)(C(=O)Nc1ccccc1)n1cc(NC(=O)c2ccc3ccccc3n2)cn1 was read as 12-LOX inh 3.4%.
For CC(C)(C)c1ccccc1 the results were 12-LOX inh -4.2%[176 µM].
For O=C(O)Cc1cc(C2CCN(Cc3cn(-c4ccccc4)nn3)CC2)n[nH]1 the results were 12-LOX inh 4.7%.
O=C(CCc1c[nH]c2ccccc12)Nc1cccc(-c2nnc3n2CCCC3)c1 was read as 12-LOX inh 25.6%.
CCCc1cc(N2CCC(N3CC(Oc4ccccc4F)C3)CC2)nc(C)n1 was read as 12-LOX inh 0.0%.
CN(C)C(=O)c1cccnc1CC1CC(=O)N(c2ccccc2)C1 (stereo unspecified) was read as 12-LOX inh 45.5%[activator].
`CC1CCN(CCCNC(=O)C2CCc3sc(C(=O)N4CCCC4)cc3C2)CC1` (stereo unspecified) gave 12-LOX inh 27.9%.
`COCC(=O)N(C)Cc1cccn1C` gave 12-LOX inh 4.8%[176 µM].

Quoted at random: 5 records from the list
For CC(C)(C)c1ccccc1 the results were 12-LOX inh -4.2%[176 µM].
`COCCc1noc([C@@H]2CC(F)(F)CN2C(=O)c2ccccc2F)n1` gave 12-LOX inh 39.9%[activator].
`CC1CCN(CCCNC(=O)C2CCc3sc(C(=O)N4CCCC4)cc3C2)CC1` (stereo unspecified) gave 12-LOX inh 27.9%.
O=C(CCc1c[nH]c2ccccc12)Nc1cccc(-c2nnc3n2CCCC3)c1 was read as 12-LOX inh 25.6%.
`Cc1cc(S(=O)(=O)Nc2ccc(C(=O)NCC3CCCO3)cc2)ccc1F` (stereo unspecified) gave 12-LOX inh -10.1%.

Arranged by molar mass (rising): three of the compounds above.
`COCC(=O)N(C)Cc1cccn1C` gave 12-LOX inh 4.8%[176 µM].
`COCCc1noc([C@@H]2CC(F)(F)CN2C(=O)c2ccccc2F)n1` gave 12-LOX inh 39.9%[activator].
CCCc1cc(N2CCC(N3CC(Oc4ccccc4F)C3)CC2)nc(C)n1 was read as 12-LOX inh 0.0%.
